GPR35 antagonists: inhibition of zaprinast-stimulated GPR35 beta-arrestin translocation – imaging, U2OS, beta-arrestin-GFP, zaprinast agonist, primary screen (AID 2058). U2OS GPR35 beta-arrestin-GFP translocation imaging, zaprinast antagonism; higher % means a stronger effect. 290,000 tested, 0.052% active. inhibition, % at 10 µM, or IC50 in µM where a hit was titrated;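 active means inhibition of at least 50% with at least 30 cells and total cytoplasm GFP at most 10,000,000; inconclusive means under 30 cells or total GFP of 10,000,000 plus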
MgcRacGAP inhibition: MgcRacGAP GTPase-activating activity inhibitors, confirmation, biochemical, ADP Hunter fluorescence. inhibition, % at 30 µM, or IC50 in µM where a hit was titrated. 340,000 tested, 0.6% active. MgcRacGAP-stimulated Rac1 GTP hydrolysis, ADP Hunter fluorescence; higher % means a stronger effect; GST-tagged Rac1 F28L mutant substrate;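 active means first-screen hits whose inhibition reached a set limit at any dose in the follow-up dose series; inconclusive means inhibition above the set first-screen limit but never retested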;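 further: fluorescence reports GDP produced by GAP-driven GTP hydrolysis; strong numbers were not always called active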
Dengue-2 NS5 capping: flavivirus cap methylation enzyme inhibition – biochemical, confirmation dose response, primary screen (AID 588689). Dengue-2 NS5 methyltransferase capping enzyme assay, biochemical; higher % means a stronger effect. inhibition, % at 25 µM, or IC50 in µM where a hit was titrated. 340,000 tested, 0.3% active; in the data active means a potency from the dose series; inconclusive means inhibition above about 29% without an active follow-up result
RSV antiviral HEp-2: inhibition of RSV-induced cytopathic effect – HEp-2 cells, primary 10 µM value included (AID 2391) | HEp-2 cells, RSV-induced CPE inhibition; higher % means a stronger effect | 310,000 tested, 0.13% active | CPE inhibition, % at 10 µM, or IC50 in µM where a hit was titrated; in the data active means a potency from the dose series; inconclusive means CPE inhibition mostly from about 23% at the one dose, without a potency; inactive means the rest, 99 in 100 with CPE inhibition below about 21%; further: strong numbers were not always called active
Salmonella PhoP GFP: inhibitors of PhoP regulon expression, primary screen, Salmonella Typhimurium, GFP reporter (AID 1863); S. Typhimurium PhoP-regulated promoter GFP reporter, 4 h; higher % means a stronger effect; inhibition, % at 50 µM; hits with a dose series show IC50 in µM; 300,000 tested, 0.16% active;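 active means inhibition over 29.93%, a cutoff 3 SD above the screen mean, later confirmed by dose response; inconclusive means inhibition over 29.93% but no dose response follow-up; inactive means inhibition at most 29.93% or unconfirmed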;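 further: 0% = low Mg2+ inducing control and 100% = high Mg2+ repressing control; strong numbers were not always called active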
GPR55 LPI antagonism: inhibition of LPI-stimulated GPR55 beta-arrestin translocation – imaging, U2OS, beta-arrestin-GFP, LPI agonist, primary screen (AID 2013). inhibition, % at 10 µM, or IC50 in µM where a hit was titrated. U2OS GPR55 beta-arrestin-GFP translocation imaging, LPI antagonism; higher % means a stronger effect. 290,000 tested, 0.13% active;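 active means spots per cell inhibited over 60%, with over 100 cells counted and total cytoplasm intensity under 500,000; inconclusive means wells with under 100 cells, flagged as likely toxic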;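 further: U2OS cells stably carrying GPR55 and arrestin-GFP stimulated by 5 µM LPI near EC80; imaged beta-arrestin-GFP aggregate spots per cell after agonist stimulation; plate controls were LPI-stimulated DMSO wells for no effect and DMSO wells without LPI for full effect; some results filed as inactive read as strong as hits; confirmed hits need IC50 under 10 µM and bright autofluorescent wells are also inconclusive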
HIV fusion peptide: cell-free HIV fusion peptide-binding blockers – biochemical, uHTS, fluorescence dequenching, primary screen (AID 1986) | inhibition, % at 20 µM; hits with a dose series show IC50 in µM | 290,000 tested, 0.3% active | cell-free peptide binding, fluorescence dequenching, 30 min; higher % means a stronger effect; in the data active means inhibition mostly above about 52%, no sharp cut-off; inactive means mostly below about 76%; further: some results filed as inactive read as strong as hits
UTI89 phage lysis: protection from phage-mediated lysis, alamar blue read-out – E. coli UTI89, K1F phage, bacterial capsule biogenesis inhibitors (AID 488966); E. coli UTI89 K1F phage lysis, alamar blue, 2 h; higher % means a stronger effect; one-dose inhibition, % at 100 µM; IC50 in µM for titrated hits; 340,000 tested, 0.02% active;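 active means phage lysis inhibition, versus mean bacterial control, above a set limit; inconclusive means no clear call, values can overlap the other calls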;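 further: capsule biogenesis inhibitors block K1F phage lysis so surviving cells raise fluorescence; higher fluorescence means more inhibition of phage lysis; actives were called in the ten point dose series up to 300 µM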
SV40 large T antigen: TAg ATPase/helicase activity blockers – biochemical (AID 1903); one-dose inhibition, % at 20 µM; IC50 in µM for titrated hits; 310,000 tested, 0.39% active; SV40 large T antigen ATPase/helicase inhibition assay; higher % means a stronger effect; in the data active means a potency from the dose series; inconclusive means inhibition mostly from about 32% at the one dose, without a potency; inactive means the rest, 99 in 100 with inhibition below about 32%; further: strong numbers were not always called active
Numbers without * were called inactive; ? = inconclusive; . = not tested or not shown; [ ] = dose if it differs, or a comment.

SMILES	GPR35 antagonists	MgcRacGAP inhibition	Dengue-2 NS5 capping	RSV antiviral HEp-2	Salmonella PhoP GFP	GPR55 LPI antagonism	HIV fusion peptide	UTI89 phage lysis	SV40 large T antigen
Cc1ccc(C)c2sc(N)nc12	10%	-1%	-1%	?	-6%	-15%	-1.7%	0.0%	13%
CC1(C)CC(NC(=O)COc2ccc3ccccc3c2)CC(C)(C)N1	16%	8%	5%	-1.2%	-5%	26%	-0.9%	1.2%	12%
CCN(CC(=O)Nc1cc(Cl)ccc1C)C(=O)CN1C(=O)NC2(CCCC2)C1=O	.	2%	-2%	0.0%	-8%	.	.	1.3%[50 µM]	5%
CC(=O)/C(=N/Nc1ccc(C)cc1)Sc1nnc(CCc2ccccc2)n1-c1ccccc1	-14%	7%	-15%	15%	9%	6%	-4.2%	0.0%	7%
O=[N+]([O-])c1ccc(O)c2cccnc12	0%	5%	4%	-2.2%	5%	-9%	4.5%	0.5%	7%
CC(=O)c1c(C)[nH]c(C(=O)COc2cc(C)ccc2C(C)C)c1C	5%	-6%	0%	-1.8%	-11%	0%	1.9%	4.9%	-5%
Cc1ccc2c(=O)cc(C(=O)NCc3ccccc3)oc2c1C	-3%	-3%	-3%	-2.1%	-6%	9%	0.0%	0.0%	5%
O=C(COC(=O)CC1CCCC1)Nc1ccccc1[N+](=O)[O-]	.	-1%	-4%	0.0%	.	.	.	-0.4%[50 µM]	.
Cn1c(=O)c2c(ncn2CC(=O)NCc2cccnc2)n(C)c1=O	4%	6%	0%	1.7%	-4%	-5%	-0.5%	0.6%	12%
Cc1oc(-c2ccc3c(c2)OCCO3)cc1C(=O)O	-4%	-1%	-6%	0.3%	-2%	-2%	-0.9%	5.8%	7%
Cc1nonc1CN(C)C(=O)CC1C(=O)NCCN1Cc1ccccc1C(F)(F)F (centres undefined)	2%	4%	.	0.1%	-3%	12%	-0.2%	2.5%	14%
O=C(O)C1C2C=CC(C2)C1C(=O)NCCC1=CCCCC1 (centres undefined)	11%	5%	-1%	-1.5%	-2%	-4%	-1.5%	0.0%	-4%
Cc1ccc(-c2csc3ncnc(N4CCN(c5ccccc5O)CC4)c23)cc1	0%	6%	-1%	20%	2%	6%	-1.5%	0.3%	10%
CCOc1ccc(Oc2ccc(C(F)(F)F)cc2NC(=O)C2=COCCO2)cc1	.	1%	-4%	1.7%	.	.	.	0.1%[50 µM]	.
COc1ccccc1NC(=O)c1ccc(Cl)c(S(=O)(=O)N2CCOCC2)c1	14%	11%	1%	0.9%	5%	2%	-2.3%	0.7%	4%
Cc1ccccc1OCCCCn1cnc2ccccc21	2%	-1%	-3%	0.1%	8%	7%	1.1%	0.4%	2%
CN(CCOc1ccccc1)C(=O)c1ccc(OC2CCN(C(=O)C3CC3)CC2)cc1	3%	12%	-5%	2.4%	2%	10%	0.8%	0.1%	12%
O=c1c(Cc2ccc(Cl)cc2)c(O)ccn1Cc1ccccc1	-2%	6%	1%	6.2%	11%	18%	3.6%	0.6%	6%
CCOC(=O)/C=C1\SCC(=O)N1CC(=O)Nc1cccc(F)c1	-10%	4%	-20%	2.4%	-1%	2%	2.6%	0.1%	0%
CCS(=O)(=O)n1nc(-c2ccc(OC)cc2)nc1N	-1%	2%	7%	2.3%	0%	11%	1.4%	1.7%	3%
Cc1cc(CSc2ccccc2)ccc1NC(=O)c1cccc([N+](=O)[O-])c1	15%	4%	-2%	2.6%	-5%	12%	-1.5%	0.0%	2%
COC(=O)c1nc2nc(C)cc(=O)n2[nH]1	-5%	5%	3%	1.3%	-12%	18%	-1.2%	0.6%	15%
NC(N)=N/N=C/c1ccc(OCc2ccccc2)cc1	14%	4%	-4%	15%	17%	30%	0.2%	61µM*	30%
CCOC(=O)c1c(NC(=O)CN2C(=O)NC3(CCCCC3C)C2=O)sc(C)c1CC (centres undefined)	.	8%	-2%	18%	1%	.	.	0.1%[50 µM]	20%
Cn1nc(C(=O)NC2CCCCCC2)ccc1=O	19%	1%	5%	0.1%	-10%	9%	0.9%	-0.3%	2%
CC(C)C(NC(=O)C1CCCCC1)C(=O)Nc1ccccn1 (centres undefined)	2%	6%	2%	0.7%	-5%	31%	0.3%	8.6%	-2%
CC(=O)C1=C(C)NC(SCc2ccc(C#N)cc2)=C(C#N)C1c1ccco1 (centres undefined)	-6%	6%	-1%	2.1%	-12%	13%	18%	-1.5%	4%
CCOC(=O)CNC(=O)CSc1nnc(NC(=O)c2ccccc2Cl)s1	2%	-8%	-8%	-1.3%	-7%	1%	-1.5%	0.0%	-3%
Cc1ccc(NC(=O)CN2C(=O)NC3(CCCCCC3)C2=O)cc1Cl	.	0%	-1%	0.5%	.	.	.	0.6%[50 µM]	.
O=C(CCCCn1c(=O)[nH]c2ccccc2c1=O)NCCc1c[nH]c2ccccc12	8%	3%	-1%	0.3%	6%	3%	-0.3%	0.3%	21%
COc1ccccc1CNS(=O)(=O)c1cc(CN2C(=O)c3cccnc3C2=O)ccc1OC	-21%	4%	-8%	3.0%	11%	20%	-1.8%	-0.1%	14%
Cn1cnnc1SCC(C)(C)NS(=O)(=O)c1ccc(Cl)cc1	-7%	-5%	6%	0.6%	-2%	-8%	0.7%	-0.1%	5%
COc1ccccc1/C=C/C1(C(=O)NC2CCCC2)CC(=O)N1c1ccc(F)cc1 (centres undefined)	-2%	7%	-2%	8.0%	6%	14%	3.2%	-0.1%	18%
COc1ccc(C)cc1NC(=O)c1ccc2c(c1)C(=O)N(Cc1ccncc1)C2=O	.	8%	-4%	0.3%	.	.	.	1.0%[50 µM]	.
Cc1cccc(NC(=O)c2nc[nH]c2C(=O)N[C@@H](C)C(=O)OC(C)(C)C)c1	2%	14%	-1%	8.1%	2%	-6%	-0.4%	0.9%	2%
Cc1ccc(C(=O)/C=C/c2ccc(Br)cc2)o1	17%	7%	-13%	2.4%	3%	24%	-2.1%	-0.2%	4%
C=CCn1c(SCCC#N)nnc1-c1ccncc1	9%	8%	-3%	-0.2%	-12%	18%	-3.2%	0.2%	9%
NC(=O)c1cc2ccccc2oc1=NCc1ccccc1	11%	6%	-6%	1.3%	3%	14%	4.7%	-0.3%	6%
N/C(=N\OCC(=O)Nc1ccccc1)c1nonc1N	-5%	0%	-3%	0.9%	17%	9%	-1.7%	-2.2%	-19%
O=C1/C(=C/c2cccnc2)Oc2cc(OS(=O)(=O)c3ccc(F)cc3)ccc21	8%	8%	-9%	0.5%	-4%	13%	-0.2%	1.4%	-5%
O=C(CSc1nnc(-c2ccccn2)n1Cc1ccccc1)NC1CCCC1	-6%	5%	-8%	0.9%	-4%	16%	-0.6%	2.0%	-1%
O=C(CSc1n[nH]c(-c2ccco2)n1)Nc1sc2c(c1C(=O)Nc1ccccc1)CCCC2	5%	7%	10%	3.4%	16%	-6%	4.1%	-0.1%	2%
O=S(=O)(c1ccc(NC(=S)N/N=C/c2ccc(O)c(O)c2)cc1)N1CCOCC1	9%	?	-5%	1.1%	-1%	6%	11%	0.7%	38µM*
COc1ccc(OC)c(NC(=S)NN2CCN(C)CC2)c1	-9%	9%	-7%	1.8%	-3%	12%	-1.5%	-2.1%	4%
Cc1ccc(S(=O)(=O)N2CCC(C(=O)NNC(=O)c3ccncc3)CC2)cc1	24%	1%	-9%	-0.7%	9%	7%	-1.6%	0.0%	5%
COc1ccc(N2C(=O)CCC2=O)cc1	8%	3%	-8%	1.8%	6%	-4%	-1.1%	0.2%	18%
CN1C(=O)c2cccc3c(N)ccc(c23)C1=O	12%	7%	?	0.7%	-124%	-2%	160%	0.5%	7%
CCCCN1CC[C@H]2C=CC[C@@H](C(=O)NCc3ccc(OC)cc3)[C@H]2C1=O	.	9%	-7%	3.6%	.	.	.	0.4%	7%
Cn1c(=O)n(C)c2cc([N+](=O)[O-])c(N3CCN(S(=O)(=O)c4ccc(C(C)(C)C)cc4)CC3)cc21	1%	0%	-1%	4.2%	6%	9%	-3.9%	0.3%	10%
COc1cc(/C=C2\SC(=S)N(NC(=O)c3ccc(O)c(OC)c3)C2=O)ccc1O	12%	?	5%	2.0%	11%	7%	13%	-0.1%	?
Cc1noc(C)c1C(=O)Nc1nc(-c2ccc(F)cc2)cs1	.	6%	-3%	-0.2%	.	.	.	0.2%[50 µM]	.
Cn1c(CNc2ccc(F)cc2)nc2ccccc21	-1%	9%	.	8.7%	4%	10%	0.2%	-0.7%	9%
Cc1nc(NC(=O)CSc2nnc(-c3ccccc3)c(-c3ccccc3)n2)c(Cl)cc1Cl	-5%	-17%	-1%	14%	2%	11%	3.2%	0.0%[50 µM]	11%
CC(C)C[C@H](N)c1cn([C@@H](Cc2cc3ccccc3[nH]2)C(=O)N2CCNCC2)nn1	2%	8%	-5%	-1.6%	-2%	-11%	1.0%	?	3%
Cc1ccc(O)c(NC(=O)c2ccccc2-c2ccccc2C(=O)O)c1	1%	6%	5%	0.0%	-1%	11%	-1.3%	0.4%	6%
CCP(=O)(CC)c1cccc(N)c1	0%	6%	-6%	3.3%	-8%	2%	-0.7%	0.8%	12%
CNC(=O)c1ccsc1NC(=O)C1CCN(S(=O)(=O)c2cccs2)CC1	.	11%	-14%	3.1%	1%	.	.	0.8%[50 µM]	2%
CC(=O)c1ccc(Sc2nnc(C)s2)c([N+](=O)[O-])c1	8%	7%	-9%	0.2%	-5%	-2%	2.1%	0.1%	25%
CS(=O)(=O)N1CCc2cc(-c3csc(NCC4CCCO4)n3)ccc21 (centres undefined)	.	9%	-1%	0.2%	-5%	.	.	0.0%	3%
CCOC(=O)/C(C#N)=C/Nc1ccccc1NS(=O)(=O)c1ccc(C)c(C)c1	19%	7%	1%	-0.4%	-13%	0%	-0.2%	2.1%	9%
CCOc1ccc(C2N(c3cc(C)on3)C(=O)C3CCCN32)cc1OC (centres undefined)	5%	8%	-7%	2.1%	-11%	9%	-0.8%	0.1%	5%

Screening data deposited in PubChem BioAssay by several laboratories.
